RSV antiviral HEp-2: RSV antiviral activity via CPE protection, HEp-2 cells, primary 10 µM value included (AID 2391); HEp-2 cells, RSV-induced CPE inhibition; higher % means a stronger effect; CPE inhibition, % at 10 µM, or IC50 in µM where a hit was titrated; 310,000 compounds, 0.13% hits; in the data active means a potency from the dose series; further: strong numbers were not always called active
PhoP inhibition: inhibitors of PhoP regulon expression, primary screen, Salmonella Typhimurium, GFP reporter (AID 1863); S. Typhimurium PhoP-regulated promoter GFP reporter, 4 h; higher % means a stronger effect; one-dose inhibition, % at 50 µM; IC50 in µM for titrated hits; 300,000 compounds, 0.16% hits;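 active means inhibition over 29.93%, a cutoff 3 SD above the screen mean, later confirmed by dose response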;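 further: 0% = low Mg2+ inducing control and 100% = high Mg2+ repressing control; strong numbers were not always called active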
Rac1 GTP hydrolysis: MgcRacGAP GTPase-activating activity inhibitors, confirmation, biochemical, ADP Hunter fluorescence. MgcRacGAP-stimulated Rac1 GTP hydrolysis, ADP Hunter fluorescence; higher % means a stronger effect; GST-tagged Rac1 F28L mutant substrate. inhibition, % at 30 µM; hits with a dose series show IC50 in µM. 340,000 compounds, 0.6% hits;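 active means first-screen hits whose inhibition reached a set limit at any dose in the follow-up dose series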;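 further: fluorescence reports GDP produced by GAP-driven GTP hydrolysis; strong numbers were not always called active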
T cell modulator: modulates CD8 T cell binding to vesicles | 2C CD8+ T cell-vesicle binding, flow cytometry; active compounds read low | calls only at 7 µM | 330,000 compounds, 0.068% hits | AID 2052;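 active means response, share of CD8 T cells binding vesicles, and their 90th percentile fluorescence all below set limits, cut at about 80% in these data, passing the limit was not always enough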
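material = purified 2C TCR transgenic mouse naive CD8+ T cells | controls = Unloaded micro-vesicles (low), QL9 vesicles with 0.7% DMSO (high) | detection = cytometric PE anti-B7-1 and Alexa647 anti-CD8 signals after 1% paraformaldehyde fixation | incubation = binding step 1.5 h, 37 °C, antibody labelling 20 min, ice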
UTI89 phage lysis: inhibition of K1F phage lysis, E. coli UTI89, bacterial capsule biogenesis inhibitors, alamar blue (AID 488966); E. coli UTI89 K1F phage lysis, alamar blue, 2 h; higher % means a stronger effect; one-dose inhibition, % at 100 µM; IC50 in µM for titrated hits; 340,000 compounds, 0.02% hits;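 active means phage lysis inhibition, versus mean bacterial control, above a set limit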;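 further: capsule biogenesis inhibitors block K1F phage lysis so surviving cells raise fluorescence; higher fluorescence means more inhibition of phage lysis; actives were called in the ten point dose series up to 300 µM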
West Nile virus CPE: West Nile virus antiviral activity, cell-based, CPE readout (AID 1621); West Nile virus-infected cells, CPE inhibition; higher % means a stronger effect; CPE inhibition, % at 10 µM; hits with a dose series show IC50 in µM; 290,000 compounds, 0.02% hits; in the data active means a potency from the dose series; further: strong numbers were not always called active
Dengue-2 NS5 capping: flavivirus cap methylation enzyme inhibition – biochemical, confirmation dose response, primary screen (AID 588689); Dengue-2 NS5 methyltransferase capping enzyme assay, biochemical; higher % means a stronger effect; inhibition, % at 25 µM, or IC50 in µM where a hit was titrated; 340,000 compounds, 0.3% hits; in the data active means a potency from the dose series
SV40 large T antigen: SV40 large T antigen inhibitors, biochemical (AID 1903) | one-dose inhibition, % at 20 µM; IC50 in µM for titrated hits | 310,000 compounds, 0.39% hits | SV40 large T antigen ATPase/helicase inhibition assay; higher % means a stronger effect; in the data active means a potency from the dose series; further: strong numbers were not always called active
NTR1 ag: NTR1-driven beta-arrestin-GFP spot formation – imaging, U2OS cells, high content, primary screen (AID 493036) | P30989 | agonist mode | activation, % at 20 µM | 330,000 compounds, 0.17% hits;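 active means activation at or above 40% of the spot to cytoplasm intensity ratio, with at least 20 cells analyzed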;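 further: 0% = DMSO without peptide and 100% = 100 nM NTR1 peptide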
Target sequence (P30989 whole entry, looked up): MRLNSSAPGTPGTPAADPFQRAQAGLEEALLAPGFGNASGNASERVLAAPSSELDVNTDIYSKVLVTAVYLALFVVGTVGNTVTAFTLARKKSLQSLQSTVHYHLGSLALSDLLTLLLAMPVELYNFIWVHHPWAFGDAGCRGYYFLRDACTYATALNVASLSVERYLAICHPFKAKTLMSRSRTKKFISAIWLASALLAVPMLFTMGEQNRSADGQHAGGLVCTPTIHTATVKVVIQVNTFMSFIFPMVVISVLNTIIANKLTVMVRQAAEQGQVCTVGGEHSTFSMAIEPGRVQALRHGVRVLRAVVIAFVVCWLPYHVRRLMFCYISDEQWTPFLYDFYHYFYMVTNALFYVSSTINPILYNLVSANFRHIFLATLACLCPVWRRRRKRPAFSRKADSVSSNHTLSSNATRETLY
T cell modulator vesicle-bound %: also measured in T cell modulator; calls as there; double positive events, %; measured here: CD8+ vesicle-bound cell fraction;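 binding gate set so that unloaded-vesicle control wells show 10% double positive cells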
NTR1 ag cell count 20 µM: further read-out of NTR1 ag, marked with its call; cell count; measured here: cell count, cytotoxicity flag
Dengue-2 NS5 capping pilot replicate: second read-out of Dengue-2 NS5 capping, no call of its own (marks repeat the call); inhibition, %; measured here: pilot screen replicate inhibition
Starred values were filed as active, the others as inactive; [ ] = dose if it differs, or a comment.

Cc1ccc(-c2ccc(CCC(=O)O)n2-c2cccc(C(=O)O)c2)cc1 was read as RSV antiviral HEp-2 1.8%, PhoP inhibition 14%, Rac1 GTP hydrolysis 10%, T cell modulator inactive, UTI89 phage lysis -0.1%[50 µM], West Nile virus CPE -0.6%, Dengue-2 NS5 capping 8%, SV40 large T antigen 5%, NTR1 ag 1.9, T cell modulator vesicle-bound % 31 and NTR1 ag cell count 20 µM 94.
`Cc1ccc(CN(C(=O)c2csnn2)C(C(=O)NC2CCCC2)c2ccc(C)o2)cc1` (stereo not given) gave RSV antiviral HEp-2 2.8%, PhoP inhibition 2%, Rac1 GTP hydrolysis 0%, T cell modulator inactive, UTI89 phage lysis -0.4%, West Nile virus CPE -0.3%, Dengue-2 NS5 capping -3%, SV40 large T antigen 7%, NTR1 ag -0.7, T cell modulator vesicle-bound % 19 and NTR1 ag cell count 20 µM 90.
Screening CCCCOc1ccc(C2CC(=O)NC2=O)cc1 (stereo not given) returned RSV antiviral HEp-2 2.4%, PhoP inhibition -7%, Rac1 GTP hydrolysis 4%, T cell modulator inactive, UTI89 phage lysis 0.1%, West Nile virus CPE 0.0%, Dengue-2 NS5 capping -2%, SV40 large T antigen 4%, NTR1 ag 1.0, T cell modulator vesicle-bound % 12 and NTR1 ag cell count 20 µM 80.
CCOc1ccccc1NC(=O)CSc1nnnn1C1CCCC1 was read as RSV antiviral HEp-2 2.0%, PhoP inhibition 2%, Rac1 GTP hydrolysis 7%, T cell modulator inactive, UTI89 phage lysis 0.0%, West Nile virus CPE 0.0%, Dengue-2 NS5 capping -2%, SV40 large T antigen 3%, NTR1 ag 33, T cell modulator vesicle-bound % 6 and NTR1 ag cell count 20 µM 50.
`O=C(Cc1cccc2ccccc12)Nc1cc(Cl)ccc1C(=O)O` gave RSV antiviral HEp-2 3.7%, PhoP inhibition -7%, Rac1 GTP hydrolysis 11%, T cell modulator inactive, UTI89 phage lysis 0.3%, West Nile virus CPE 1.0%, Dengue-2 NS5 capping -1%, SV40 large T antigen 14%, NTR1 ag 3.5, T cell modulator vesicle-bound % 48 and NTR1 ag cell count 20 µM 74.
COc1ccc(-c2c(=O)n(OCc3nc4ccccc4[nH]3)c3ccccc3[n+]2[O-])cc1 was read as RSV antiviral HEp-2 2.8%, PhoP inhibition -1%, Rac1 GTP hydrolysis 5%, T cell modulator inactive, UTI89 phage lysis -0.1%, West Nile virus CPE -0.9%, Dengue-2 NS5 capping 5%, SV40 large T antigen 3%, NTR1 ag 5.1, T cell modulator vesicle-bound % 25 and NTR1 ag cell count 20 µM 43.
COc1cc2c(cc1OC)CN(C(=O)CSc1ccc(F)cc1)CC2 was read as RSV antiviral HEp-2 1.6%, Rac1 GTP hydrolysis 7%, T cell modulator inactive, UTI89 phage lysis 0.2%[50 µM], Dengue-2 NS5 capping -2%, NTR1 ag -0.5, T cell modulator vesicle-bound % 23 and NTR1 ag cell count 20 µM 65.
Screening COc1cc(CN2CCC(n3nccc3NC(=O)c3ccc4c(c3)OCO4)CC2)ccc1O returned RSV antiviral HEp-2 -0.8%, PhoP inhibition 9%, Rac1 GTP hydrolysis 8%, T cell modulator inactive, UTI89 phage lysis 0.0%, West Nile virus CPE -0.7%, Dengue-2 NS5 capping -5%, SV40 large T antigen 18%, NTR1 ag 0.0, T cell modulator vesicle-bound % 29 and NTR1 ag cell count 20 µM 50.
`CCOC(=O)C1(CCOc2ccccc2)CCN(Cc2ccc3c(c2)OCCO3)CC1` gave RSV antiviral HEp-2 15%, PhoP inhibition 8%, Rac1 GTP hydrolysis 16%, T cell modulator inactive, UTI89 phage lysis 0.8%, West Nile virus CPE -1.5%, Dengue-2 NS5 capping -2%, SV40 large T antigen 6%, NTR1 ag 5.1, T cell modulator vesicle-bound % 37 and NTR1 ag cell count 20 µM 28.
O=C(c1ccccc1)C1CCN(C(=O)C2CCC(=O)N(Cc3ccccc3F)C2)CC1 (stereo not given) was read as RSV antiviral HEp-2 0.4%, PhoP inhibition 2%, Rac1 GTP hydrolysis 6%, T cell modulator inactive, UTI89 phage lysis -0.1%, West Nile virus CPE -1.1%, Dengue-2 NS5 capping -4%, SV40 large T antigen 5%, NTR1 ag 2.4, T cell modulator vesicle-bound % 58 and NTR1 ag cell count 20 µM 51.
Screening CN1C=C/C(=C\c2cc[n+](C)c3ccccc23)c2ccccc21 returned PhoP inhibition 3%, Rac1 GTP hydrolysis -1%, UTI89 phage lysis -0.2%, West Nile virus CPE -0.9%, Dengue-2 NS5 capping 13% and SV40 large T antigen 15%.
Screening Nc1ccc2c(c1)Nc1ccccc1CC2 returned RSV antiviral HEp-2 7.6%, Rac1 GTP hydrolysis 27µM*, T cell modulator inactive, UTI89 phage lysis -0.3%, West Nile virus CPE -0.8%, Dengue-2 NS5 capping -23%, NTR1 ag 7.3, T cell modulator vesicle-bound % 9 and NTR1 ag cell count 20 µM 31.
`CC(OC(=O)c1cccc(O)c1)C(=O)N(C)Cc1ccccc1` (stereo not given) gave RSV antiviral HEp-2 5.1%, PhoP inhibition -1%, Rac1 GTP hydrolysis 5%, T cell modulator inactive, UTI89 phage lysis 1.3%[50 µM], Dengue-2 NS5 capping -8%, SV40 large T antigen 22%, NTR1 ag 0.5, T cell modulator vesicle-bound % 48 and NTR1 ag cell count 20 µM 85.
`O=C(CC1C(=O)NCCN1Cc1ccc(F)cc1Cl)NC1CCCCCCC1` (stereo not given) gave RSV antiviral HEp-2 1.9%, PhoP inhibition 0%, Rac1 GTP hydrolysis 7%, T cell modulator inactive, UTI89 phage lysis 0.0%, West Nile virus CPE -0.7%, Dengue-2 NS5 capping -6%, SV40 large T antigen 14%, NTR1 ag 2.5, T cell modulator vesicle-bound % 27 and NTR1 ag cell count 20 µM 69.
COc1c(/C=N/NC(N)=S)c(C)nn1-c1ccccc1 was read as RSV antiviral HEp-2 -2.3%, PhoP inhibition 13%, Rac1 GTP hydrolysis -6%, T cell modulator inactive, UTI89 phage lysis -0.3%, West Nile virus CPE 0.6%, Dengue-2 NS5 capping 28%, SV40 large T antigen 7%, NTR1 ag -0.1, T cell modulator vesicle-bound % 52 and NTR1 ag cell count 20 µM 108.
Screening O=C(c1ccccc1F)N(Cc1ccc2c(c1)OCO2)Cc1cc2cc3c(cc2n2nnnc12)OCO3 returned RSV antiviral HEp-2 13%, PhoP inhibition 3%, Rac1 GTP hydrolysis 9%, T cell modulator inactive, UTI89 phage lysis -0.1%, West Nile virus CPE 0.4%, Dengue-2 NS5 capping 1%, SV40 large T antigen 12%, NTR1 ag 2.5, T cell modulator vesicle-bound % 60 and NTR1 ag cell count 20 µM 32.
`COCC(C)N1CCC(n2nccc2NC(=O)c2ccc3c(c2)OCO3)CC1` (stereo not given) gave RSV antiviral HEp-2 1.2%, PhoP inhibition -1%, Rac1 GTP hydrolysis 10%, T cell modulator inactive, UTI89 phage lysis 0.3%, West Nile virus CPE 1.0%, Dengue-2 NS5 capping -2%, SV40 large T antigen 8%, NTR1 ag 0.6, T cell modulator vesicle-bound % 22 and NTR1 ag cell count 20 µM 53.
`C[C@H](CO)N1C[C@H](C)[C@@H](CN(C)C(=O)Nc2ccccc2)Oc2c(cccc2N(C)C)C1=O` gave Rac1 GTP hydrolysis 6%, T cell modulator inactive, UTI89 phage lysis 0.2%, Dengue-2 NS5 capping 0%, NTR1 ag -2.7, T cell modulator vesicle-bound % 19, NTR1 ag cell count 20 µM 61 and Dengue-2 NS5 capping pilot replicate -2.1.
For CC(C(=O)Nc1ccc([N+](=O)[O-])cc1)N1CCN(C/C=C/c2ccccc2)CC1 (stereo not given) the results were RSV antiviral HEp-2 8.0%, PhoP inhibition 4%, Rac1 GTP hydrolysis -3%, T cell modulator inactive, UTI89 phage lysis 0.1%, West Nile virus CPE 0.2%, Dengue-2 NS5 capping -8%, SV40 large T antigen 9%, NTR1 ag -0.1, T cell modulator vesicle-bound % 46 and NTR1 ag cell count 20 µM 83.
`CCN(CC)/C(=N/O)NC(=O)NS(=O)(=O)c1ccc(C)cc1` gave RSV antiviral HEp-2 1.4%, PhoP inhibition -7%, Rac1 GTP hydrolysis 3%, T cell modulator inactive, UTI89 phage lysis 0.4%, West Nile virus CPE 0.1%, Dengue-2 NS5 capping -7%, SV40 large T antigen 8%, NTR1 ag -0.1, T cell modulator vesicle-bound % 5 and NTR1 ag cell count 20 µM 56.
Screening CCc1c(O)nc(SCC(=O)N2CCOCC2)n(-c2ccccc2)c1=O returned RSV antiviral HEp-2 -0.5%, PhoP inhibition 5%, Rac1 GTP hydrolysis 9%, T cell modulator inactive, UTI89 phage lysis 2.0%, West Nile virus CPE -0.1%, Dengue-2 NS5 capping -18%, SV40 large T antigen 0%, NTR1 ag 0.6, T cell modulator vesicle-bound % 8 and NTR1 ag cell count 20 µM 57.
COc1cccc(NC(=S)NN2CCN(C)CC2)c1 was read as RSV antiviral HEp-2 -0.1%, PhoP inhibition -10%, Rac1 GTP hydrolysis 14%, T cell modulator inactive, UTI89 phage lysis 0.1%, West Nile virus CPE 0.2%, Dengue-2 NS5 capping -1%, SV40 large T antigen -2%, NTR1 ag -0.5, T cell modulator vesicle-bound % 45 and NTR1 ag cell count 20 µM 47.
COCCN(C(=O)COC(=O)C1(c2ccccc2)CC1)c1c(N)n(CC(C)C)c(=O)[nH]c1=O was read as RSV antiviral HEp-2 1.5%, PhoP inhibition 15%, Rac1 GTP hydrolysis 9%, T cell modulator inactive, UTI89 phage lysis 0.4%[50 µM], Dengue-2 NS5 capping 4%, SV40 large T antigen 21%, NTR1 ag -1.1, T cell modulator vesicle-bound % 46 and NTR1 ag cell count 20 µM 49.
`Oc1cccc(CCC2CCCCN2Cc2cn[nH]c2-c2ccc3c(c2)OCO3)c1` (stereo not given) gave RSV antiviral HEp-2 2.8%, PhoP inhibition 5%, Rac1 GTP hydrolysis 5%, T cell modulator inactive, UTI89 phage lysis 0.2%, West Nile virus CPE -0.1%, Dengue-2 NS5 capping -7%, SV40 large T antigen -6%, NTR1 ag 0.6, T cell modulator vesicle-bound % 27 and NTR1 ag cell count 20 µM 47.

Reprinted at random: two records from the list.
`COCC(C)N1CCC(n2nccc2NC(=O)c2ccc3c(c2)OCO3)CC1` (stereo not given) gave RSV antiviral HEp-2 1.2%, PhoP inhibition -1%, Rac1 GTP hydrolysis 10%, T cell modulator inactive, UTI89 phage lysis 0.3%, West Nile virus CPE 1.0%, Dengue-2 NS5 capping -2%, SV40 large T antigen 8%, NTR1 ag 0.6, T cell modulator vesicle-bound % 22 and NTR1 ag cell count 20 µM 53.
COCCN(C(=O)COC(=O)C1(c2ccccc2)CC1)c1c(N)n(CC(C)C)c(=O)[nH]c1=O was read as RSV antiviral HEp-2 1.5%, PhoP inhibition 15%, Rac1 GTP hydrolysis 9%, T cell modulator inactive, UTI89 phage lysis 0.4%[50 µM], Dengue-2 NS5 capping 4%, SV40 large T antigen 21%, NTR1 ag -1.1, T cell modulator vesicle-bound % 46 and NTR1 ag cell count 20 µM 49.

Assay outcomes (PubChem)
